Compound activity (PubChem)
LMPTP inh: blocks human LMPTP phosphatase. P24666. recombinant LMPTP-A, OMFP fluorogenic substrate, fluorescence intensity. inhibition, % at 20 µM. 0.22% of 360,000 active. AID 651560;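 active = compounds that cut the enzyme signal by at least half of the control window in the single-dose screen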;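 also: plate controls were DMSO wells with enzyme plus substrate for no effect and substrate without enzyme for full effect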
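Buffer or medium: Bis-Tris pH 6.0, DTT, detergent; Assay system: LMPTP-A enzyme; Quantity: 0.625 nM enzyme; Detection: endpoint fluorescence intensity; Times: 50 min dark incubation at room temperature; Controls: substrate-only low control, DMSO enzyme-plus-substrate high control; Doses: single 20 µM dose; Read-out: percent inhibition versus substrate-only and uninhibited controls; Reagent: 400 µM OMFP.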
TbMetRS inhib: Trypanosoma brucei MetRS inhibition. purified T. brucei MetRS, ATP depletion, Kinase-Glo luminescence. inhibition, % at 11.9 µM. 0.4% of 360,000 active. AID 624268;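 active = inhibition above a per-plate cutoff of the control wells' mean inhibition plus 3 SD, cut at about 5.5% in these data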;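 also: 0% = DMSO wells median and 100% = median of wells with control inhibitor compound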
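Dosing: 11.9 µM compound single dose, 0.9% DMSO; Assay system: purified T. brucei MetRS enzyme; Measured by: Kinase-Glo luciferase luminescence reporting remaining unconsumed ATP; Schedule: 15 min plus 2 h at 25 °C.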
CSN deneddyl inh: inhibitors of human CSN-mediated cullin deneddylation; Q92905; Purified CSN, SCF-Nedd8-OG deneddylation, fluorescence polarization; 0.38% of 360,000 active; inhibition, % at 12.5 µM;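 active = pattern-corrected inhibition above about 35%, with an unprinted fluorescence ratio check between 0.5 and 1.5, limit read from the data, passing the limit was not always enough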;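 also: 0% = enzyme with substrate and 100% = substrate without enzyme; some results filed as inactive read as strong as hits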
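Test system: purified human Csn5 enzyme expressed in HEK293T cells. Amount: 0.24 nM enzyme. Reagent: SCFSkp2-Nedd8OG substrate at 10 nM final. Schedule: 90 min incubation of compound, enzyme and substrate at room temperature. Detection: fluorescence polarization. Read-out: % inhibition of substrate cleavage by Csn5.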
STEP block: STEP (human) phosphatase inhibition | P54829 | recombinant STEP, OMFP fluorogenic substrate, fluorescence | inhibition, % at 20 µM | 0.25% of 360,000 active;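 active = inhibition at 20 µM, scaled per plate between control wells, above about 37%, limit read from the data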;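 also: 0% = DMSO with enzyme and substrate and 100% = substrate only without enzyme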
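material = STEP tyrosine phosphatase | reagent = fluorogenic phosphatase substrate OMFP at 25 µM final | doses = single compound dose of 20 µM, 1% DMSO final | schedule = 20 min reaction, room temperature, in the dark | measured by = fluorescence, 480/540 nm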
Rpn11 inh: inhibitors of human proteasome Rpn11; human 26S proteasome, Ub4-pepOG fluorescence polarization; 20S core pre-blocked with epoxomicin; O00487; calls only at 20 µM; 0.59% of 360,000 active;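 active = inhibition at 20 µM, scaled to each plate's controls, above about 33%, limit read from the data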
NadD block: inhibitors of Staphylococcus aureus NadD; purified NadD enzyme, colorimetric absorbance read-out; inhibition, % at 20 µM; 0.78% of 360,000 active; in the data active = inhibition above about 26%; also: some compounds past the cut are filed as inactive
SUMO1 PPI mod: modulators of human SUMO1-mediated protein-protein interactions; inhibition, % at 20 µM; SUMO1 binding to a labelled peptide, TR-FRET, 1 h; P63165; 0.33% of 360,000 active; in the data active = inhibition above about 37%
DNMT1 inh: inhibitors of human DNMT1 | P26358 | DNMT1 molecular beacon, Hinp1I cleavage, fluorescence | inhibition (reported as % activation of signal), % at 10 µM | 0.83% of 360,000 active | AID 588458; in the data active = inhibition above about 50%
Target sequence (P26358 504-1616 limits assumed): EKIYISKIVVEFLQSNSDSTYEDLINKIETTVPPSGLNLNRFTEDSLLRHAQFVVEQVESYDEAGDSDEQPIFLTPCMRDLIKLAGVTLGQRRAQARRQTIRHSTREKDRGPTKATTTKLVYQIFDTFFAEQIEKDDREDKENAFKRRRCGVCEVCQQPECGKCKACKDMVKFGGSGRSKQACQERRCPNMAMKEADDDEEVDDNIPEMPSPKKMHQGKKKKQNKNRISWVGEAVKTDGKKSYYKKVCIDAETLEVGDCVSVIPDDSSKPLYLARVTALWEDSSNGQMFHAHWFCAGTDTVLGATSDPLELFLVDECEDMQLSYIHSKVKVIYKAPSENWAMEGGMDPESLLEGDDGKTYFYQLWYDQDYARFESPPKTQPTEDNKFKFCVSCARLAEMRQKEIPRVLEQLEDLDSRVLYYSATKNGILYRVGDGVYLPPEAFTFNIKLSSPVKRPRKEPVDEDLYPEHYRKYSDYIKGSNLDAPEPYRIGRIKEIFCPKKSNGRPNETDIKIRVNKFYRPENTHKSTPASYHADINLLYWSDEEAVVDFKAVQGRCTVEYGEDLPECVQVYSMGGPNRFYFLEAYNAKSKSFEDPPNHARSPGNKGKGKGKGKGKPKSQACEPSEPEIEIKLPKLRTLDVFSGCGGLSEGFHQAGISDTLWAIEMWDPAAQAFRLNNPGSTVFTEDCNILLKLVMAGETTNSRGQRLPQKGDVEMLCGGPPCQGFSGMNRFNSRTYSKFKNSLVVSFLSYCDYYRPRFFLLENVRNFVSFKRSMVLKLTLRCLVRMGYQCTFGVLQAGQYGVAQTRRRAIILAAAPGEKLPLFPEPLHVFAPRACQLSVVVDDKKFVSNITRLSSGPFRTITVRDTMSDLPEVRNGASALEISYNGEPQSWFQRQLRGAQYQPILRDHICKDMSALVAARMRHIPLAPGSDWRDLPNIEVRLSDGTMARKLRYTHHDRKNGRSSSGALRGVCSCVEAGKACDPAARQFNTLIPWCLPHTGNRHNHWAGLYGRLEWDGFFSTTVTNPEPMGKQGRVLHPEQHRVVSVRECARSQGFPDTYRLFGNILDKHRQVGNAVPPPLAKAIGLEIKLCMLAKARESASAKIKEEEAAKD
Scp1 inh: Scp-1 (human) phosphatase inhibition; Q9GZU7; Recombinant Scp1, phosphopeptide, malachite green phosphate absorbance; inhibition, % at 20 µM; 0.88% of 340,000 active; AID 493091;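 active = inhibition above about 50% at 20 µM, limit read from the data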;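 also: plate controls were DMSO wells with enzyme for no effect and wells lacking enzyme for full effect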
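Test system – truncated SCP-1 phosphatase (76-261aa) · Reagent – Phosphorylated 17-residue peptide substrate · Incubation – 45 min room-temperature reaction, 5 min colour, 30 min stabiliser · Detection – colorimetric phosphate reagent with accelerator and stabiliser, absorbance at 630 nm · Measure – % inhibition at 20 µM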
MsrA inhibitor: inhibitors of bovine MsrA; purified bovine MsrA, absorbance read-out; inhibition, % at 15.5 µM; 0.75% of 360,000 active; AID 651718; in the data active = inhibition above about 4.5%;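 also: 0% = vehicle wells with enzyme and 100% = reference inhibitor wells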
Active calls of the source: *; i = inactive; · = not tested or not shown; + = active, no number. Compounds were not picked by outcome, and some 3.9% of all compounds hit somewhere here.

SMILES | LMPTP inh | TbMetRS inhib | CSN deneddyl inh | STEP block | Rpn11 inh | NadD block | SUMO1 PPI mod | DNMT1 inh | Scp1 inh | MsrA inhibitor
CCCn1c(SCC(=O)N(C2CCCCC2)C2CCS(=O)(=O)C2)n[nH]c1=O (configuration not stated) | -1.3 | -0.3 | -5 | 1 | i | 1 | 5 | 1 | -3 | 0.4
CCCN(CCC)C(=O)c1ccc2c(=O)n(Cc3ccco3)c(=S)[nH]c2c1 | 1.6 | -0.1 | -3 | -2 | i | -4 | 1 | 0 | -29 | 1.0
Nc1nccc(-c2ccc(-n3cccc3)cc2)n1 | -1.6 | -0.8 | 1 | 0 | i | 1 | 5 | 1 | -2 | 1.2
CCOc1ccc(OCC)c(NC(=O)C2COc3ccccc3O2)c1 (configuration not stated) | 1.1 | 0.0 | -4 | 1 | i | 2 | 1 | -6 | -10 | 1.1
CC(=O)c1c(C)[nH]c(C(=O)OCC(=O)NCc2cccs2)c1C | -0.7 | -0.3 | -1 | 2 | i | -1 | 2 | -7 | -2 | 0.0
CN(C)/C=C1\C=C(c2ccccc2)OC1=O | -0.2 | -0.1 | 1 | -1 | i | 2 | -6 | 1 | -2 | 1.6
COc1ccc2c(c1)CCCC21NC(=O)N(CC(=O)NC(=O)NCc2ccccc2)C1=O (configuration not stated) | -0.6 | -0.5 | 2 | -1 | i | 0 | 0 | 1 | 6 | -0.9
Cc1nc2ccccc2c2oc(C(=O)N3CCN(C4CCCCC4)CC3)cc12 | 3.8 | -0.5 | 1 | 0 | i | 1 | 2 | 5 | -8 | -0.8
Cc1ccc(OCC(O)CN2CCN(c3ccccn3)CC2)c(C)c1 (configuration not stated) | -2.5 | 0.3 | -5 | 0 | i | -6 | 0 | 1 | -3 | -1.3
CCOC(=O)c1cn2nc(N3CCCC3)ccc2n1 | -0.1 | -0.2 | -1 | -1 | i | -5 | -2 | 1 | -7 | 1.8
COc1cccc2cc(C(C)N(CCCN3CCOCC3)C(=O)Nc3ccccc3)oc12 (configuration not stated) | -1.8 | -1.0 | 0 | 1 | i | -6 | -4 | 0 | -3 | -0.5
O=C(CN1CCN(C(=O)C2CCN(C(=O)/C=C/c3ccccc3)CC2)CC1)Nc1ccc(F)cc1 | 0.1 | -0.3 | -2 | 4 | i | -4 | -2 | 3 | -2 | 0.0

Whole records, looked up by structure.
`COc1cccc2cc(C(C)N(CCCN3CCOCC3)C(=O)Nc3ccccc3)oc12` (configuration not stated) in the list: LMPTP inh: -1.8; TbMetRS inhib: -1.0; CSN deneddyl inh: 0; STEP block: 1; Rpn11 inh: i; NadD block: -6; SUMO1 PPI mod: -4; DNMT1 inh: 0; Scp1 inh: -3; MsrA inhibitor: -0.5
`CCOC(=O)c1cn2nc(N3CCCC3)ccc2n1` in the list: LMPTP inh: -0.1; TbMetRS inhib: -0.2; CSN deneddyl inh: -1; STEP block: -1; Rpn11 inh: i; NadD block: -5; SUMO1 PPI mod: -2; DNMT1 inh: 1; Scp1 inh: -7; MsrA inhibitor: 1.8

Back to the main list, starting 2 compounds before the break.
SMILES | LMPTP inh | TbMetRS inhib | CSN deneddyl inh | STEP block | Rpn11 inh | NadD block | SUMO1 PPI mod | DNMT1 inh | Scp1 inh | MsrA inhibitor
COc1cccc2cc(C(C)N(CCCN3CCOCC3)C(=O)Nc3ccccc3)oc12 (configuration not stated) | -1.8 | -1.0 | 0 | 1 | i | -6 | -4 | 0 | -3 | -0.5
O=C(CN1CCN(C(=O)C2CCN(C(=O)/C=C/c3ccccc3)CC2)CC1)Nc1ccc(F)cc1 | 0.1 | -0.3 | -2 | 4 | i | -4 | -2 | 3 | -2 | 0.0
CC1=CCC2C(=O)N(c3cccc(C(=O)NCc4ccccc4)c3)C(=O)C2C1 (configuration not stated) | -0.2 | -0.2 | -4 | -4 | i | -7 | 5 | -3 | -10 | -0.5
CN1CCN(NC(=O)c2cccc3ccccc23)CC1 | -1.7 | -0.5 | -5 | 0 | i | -7 | 0 | 9 | -8 | -0.5
Cc1ccc(CNCc2cccnc2)s1 | -0.3 | -0.8 | 2 | 0 | i | -3 | 1 | -1 | 1 | 0.8
COc1ccc(-c2csc(C3=C(O)CN(C(C)C)C3=N)n2)cc1OC | 0.9 | -0.3 | -8 | 2 | i | 2 | 4 | -9 | 1 | 3.0
Cc1cc(C(=O)O)cc(S(=O)(=O)Nc2ccccc2C(=O)NC2CC2)c1C | -1.9 | -0.4 | 7 | -1 | i | -5 | 7 | 2 | -2 | -0.1
CCOc1ccc(NC(=O)c2ccc(-n3cccn3)nc2)cc1 | -2.0 | -0.1 | 0 | 0 | i | -2 | 0 | 5 | -10 | -1.2
Cc1ccc(NC(=O)NNC(=O)c2cccs2)cc1 | -0.2 | -0.3 | -2 | -4 | i | 2 | 2 | 0 | -7 | 1.3
Cc1onc(-c2ccccc2)c1C(=O)N1CCCc2ccccc21 | 0.1 | -0.5 | 3 | -4 | i | 2 | -4 | 1 | -8 | 1.1
CCN(CC)S(=O)(=O)N1CCC(C(=O)NC2CCCC2)CC1 | 1.0 | -1.3 | 4 | -13 | i | 0 | -5 | 0 | 2 | -0.9
CC(Oc1ccc2oc3ccccc3c2c1)C(=O)NC12CC3CC(CC(C3)C1)C2 (configuration not stated) | 4.5 | 0.3 | -12 | 1 | i | -7 | -4 | 4 | -5 | 0.1
NC(c1csc(Nc2ncccn2)n1)C1CCCCC1 (configuration not stated) | 0.4 | 0.0 | 3 | -2 | i | 2 | -3 | 1 | · | 1.9
Cc1ccc(OCC(=O)Nc2ccc(C)c(F)c2)c([N+](=O)[O-])n1 | -0.6 | -0.4 | 0 | 0 | i | -3 | -23 | -1 | -7 | 1.0
Cc1ccc(C(C(=O)NC(C)(C)C)N(Cc2cccs2)C(=O)c2csnn2)cc1 (configuration not stated) | -1.1 | -0.6 | -4 | -4 | i | -5 | 0 | -3 | -7 | -1.1
CN1C(=O)C(C)(C)c2cc(S(=O)(=O)NCC3CCC(C(=O)NC4CCCCC4)CC3)ccc21 (configuration not stated) | -0.6 | 0.3 | 1 | 4 | i | -2 | 2 | -1 | -8 | -0.7
CCCOc1ccc(N2C(=O)CC(N(CCc3ccc(OC)c(OC)c3)C(=O)c3ccccc3)C2=O)cc1 (configuration not stated) | -0.2 | 0.3 | -4 | 1 | i | -4 | 0 | 0 | -19 | -1.1
COCCNC(C(=O)Nc1ccc(C)cc1[N+](=O)[O-])c1ccccc1 (configuration not stated) | -0.4 | -0.2 | 0 | 0 | i | -3 | -22 | 0 | -11 | -0.7
O=C(Nc1ccccc1F)Nc1ccc([N+](=O)[O-])cc1Cl | -1.8 | -0.2 | 0 | -1 | i | -7 | -10 | -1 | -5 | 1.1
COc1ccc(CNC(=O)Nc2ccc(OC)cc2)cc1 | -0.9 | -0.3 | -4 | -5 | i | -8 | 0 | 2 | 2 | 0.3
O=C(CCNC(=O)C1CCN(S(=O)(=O)c2ccccc2)CC1)NCc1ccc(Cl)c(Cl)c1 | 0.0 | 0.1 | 0 | 0 | i | 0 | 3 | 0 | -11 | 0.3
COC1CCCN(C(=O)c2ccc(OC3CCN(S(=O)(=O)N(C)C)CC3)cc2)C1 (configuration not stated) | -0.2 | -0.3 | -6 | 0 | i | 5 | -4 | 1 | -4 | -0.5
O=C(NCc1ccccn1)c1cc(-c2ccc(Cl)cc2)oc1C(F)(F)F | 1.9 | -0.1 | -4 | 2 | i | -3 | 0 | 3 | -2 | 0.3
COCCNC(=O)c1ccccc1-c1ccccc1C(=O)O | -2.1 | -1.4 | -6 | 3 | i | -3 | -3 | -3 | -2 | -0.5
Cc1ccc2nc(NC(=O)c3ccc(-c4nc5ccccc5s4)s3)sc2c1 | 44 | 0.3 | 52* | 37 | + | 4 | 44* | 78* | 98* | 0.6
CC(=O)c1c(C)[nH]c(C(=O)OCC(=O)Nc2cc(S(=O)(=O)N3CCCCC3)ccc2C)c1C | -0.9 | -1.0 | -2 | -4 | i | -3 | 2 | 0 | -6 | -1.4
NS(=O)(=O)c1ccc(NC(=O)c2cccc3ccccc23)cc1 | -0.6 | -1.4 | 0 | -2 | i | 4 | -3 | 0 | -5 | 1.2
CCCOc1ccccc1C1NC(=O)NC(C)=C1C(=O)OCc1ccccc1 (configuration not stated) | 2.3 | 0.3 | 7 | 3 | i | -8 | 3 | 2 | -7 | -1.4
COc1ccc(NC(=O)c2sc(-c3ccccc3)nc2C)c(OC)c1 | -0.5 | -0.3 | 0 | 0 | i | -7 | -2 | 0 | -16 | 0.5
CCCCn1cnc(C(=O)OCC)c1N | 0.0 | -0.6 | 0 | 1 | i | 5 | -5 | 1 | 1 | -0.9
CN(C(=O)CCN1C(=O)/C(=C/c2ccccc2)SC1=S)C1CCS(=O)(=O)C1 (configuration not stated) | 15 | -0.3 | 7 | 14 | i | -3 | 80* | 1 | 76* | -0.4
Cc1cc(Nc2ccc(C(C)C)cc2)n2ncnc2n1 | -0.7 | -0.4 | -3 | -2 | i | 1 | 4 | 2 | -1 | 0.3
CCC(Sc1nccn1C)C(=O)Nc1cccc2ccccc12 (configuration not stated) | -0.6 | -1.2 | -7 | 0 | i | -2 | -1 | 0 | 0 | -1.0
COc1ccc(N(CC(=O)N/N=C/c2ccco2)S(=O)(=O)c2ccccc2)cc1 | 0.5 | 0.2 | 9 | 3 | i | 7 | -10 | 47 | 44 | -0.3
CCOc1ccc(NC(=S)N2CCN(S(=O)(=O)c3ccc(C)cc3)CC2)cc1 | 2.6 | 0.2 | 4 | 4 | i | 3 | 3 | -1 | -7 | 0.2
CC(C)N1CCc2c(sc(NC(=O)c3ccc(S(=O)(=O)N4CCOCC4)cc3)c2C(N)=O)C1 | -0.1 | -0.5 | 9 | -2 | i | -1 | -5 | 0 | 2 | 1.5
COC(=O)c1ccc(NC(=O)CSc2ccccn2)cc1 | -0.9 | -0.2 | -2 | -2 | i | 4 | 1 | 6 | 10 | -0.1
Cn1nc(C(F)(F)F)c(C(=O)Nc2ccc(F)cc2F)c1Sc1cccc(Cl)c1 | 2.5 | -0.3 | -2 | 3 | i | -14 | 1 | -4 | -8 | 1.8
Cn1c(N)c(C(=O)COC(=O)CCC2CCCC2)c(=O)n(C)c1=O | 0.6 | 0.2 | -2 | 1 | i | 2 | 0 | 0 | 1 | 0.2
S=C(NCCCCc1ccccc1)NCc1ccccc1 | 0.5 | 0.0 | -5 | 2 | i | -3 | 1 | 0 | 3 | -0.9
